Assay outcomes as filed in PubChem.
PGK inhibitor = qHTS Assay to Find Inhibitors of Phosphoglycerate Kinase | PGK/GAPDH coupled, Kinase-Glo luminescence, 60 min | Potency, µM (doses to about 57.5 µM), for inactives: at the top dose activity change, negative = inhibition, usual class: inhibitors | AID 602233, 2012 | hit rate 0.043% among 380,000 | Phosphoglycerate kinase, glycosomal (Trypanosoma brucei brucei), P07378; also: potency is read from the fitted curve at half-maximal effect; % is scaled to controls: 0 for no effect and ±100 for the full control effect; nearly all actives have a fitted effect of over 60% in size
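Luminescent ATP detection (Kinase-Glo Plus) follows a 60-minute room-temperature incubation, with wells lacking PGK as controls. Buffer: 100 mM TEA (pH 7.6), 5 mM MgCl2, 0.01% Tween-20. Coupling enzyme GAPDH (100 nM final) supplies unstable 1,3-BPG in-well.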
BAZ2B block = qHTS Assay for Inhibitors of BAZ2B. Bromodomain adjacent to zinc finger domain protein 2B (Homo sapiens), Q9UIF8. AlphaScreen BAZ2B-H3K14Ac peptide displacement. Potency, µM (doses to about 114 µM), inactives show at the highest dose activity change, negative = inhibition, most hits filed as inhibitors. hit rate 4.4% among 360,000; also: potency is read from the fitted curve at half-maximal effect; % is scaled to controls: 0 for no effect and ±100 for the full control effect; nearly all actives have a fitted effect of over 60% in size
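Compounds, titrated to a top concentration of 110 uM, were incubated 30 min at room temperature with preformed BAZ2B/acetyl-K14 H3 peptide complex (50 nM each). Proximity signal was measured by AlphaScreen after 20 min with beads.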
Pin1 inh = qHTS Assay to Find Inhibitors of Pin1. Potency, µM (doses to about 115 µM), without a hit: at the highest dose activity, negative = inhibition, actives largely listed as inhibitors. hit rate 0.009% among 390,000. Pin1 FP peptide displacement, HiFluor488, 10 min. Peptidyl-prolyl cis-trans isomerase NIMA-interacting 1 (Homo sapiens), Q13526; active = well fitted inhibition curve with a large enough effect in the polarisation, with a control signal flat, not every such curve was filed as active; inconclusive = small, poorly fitted or top-dose-only effect, or effect the other way, or a change in a side signal; inactive = no such curve, though single readings can be large or run the other way; the % refers to the polarisation; also: potency is read from the fitted curve at half-maximal effect; % is scaled to controls: 0 for no effect and ±100 for the full control effect
Target sequence (Q13526 whole entry, looked up): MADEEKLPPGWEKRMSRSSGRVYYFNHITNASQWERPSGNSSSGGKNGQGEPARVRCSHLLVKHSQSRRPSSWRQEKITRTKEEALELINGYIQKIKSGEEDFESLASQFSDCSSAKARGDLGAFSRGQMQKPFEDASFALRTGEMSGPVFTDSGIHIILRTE
GLS inh = qHTS for Inhibitors of Glutaminase (GLS). Glutaminase kidney isoform, mitochondrial (Homo sapiens), O94925. GLS enzymatic activity, qHTS titration. Potency, µM (doses to about 45.5 µM), for the others: at the top dose activity change, negative = inhibition, most hits filed as inhibitors. hit rate 0.21% among 410,000; also: potency is read from the fitted curve at half-maximal effect; % is scaled to controls: 0 for no effect and ±100 for the full control effect
Target sequence (O94925 whole entry, looked up, canonical isoform): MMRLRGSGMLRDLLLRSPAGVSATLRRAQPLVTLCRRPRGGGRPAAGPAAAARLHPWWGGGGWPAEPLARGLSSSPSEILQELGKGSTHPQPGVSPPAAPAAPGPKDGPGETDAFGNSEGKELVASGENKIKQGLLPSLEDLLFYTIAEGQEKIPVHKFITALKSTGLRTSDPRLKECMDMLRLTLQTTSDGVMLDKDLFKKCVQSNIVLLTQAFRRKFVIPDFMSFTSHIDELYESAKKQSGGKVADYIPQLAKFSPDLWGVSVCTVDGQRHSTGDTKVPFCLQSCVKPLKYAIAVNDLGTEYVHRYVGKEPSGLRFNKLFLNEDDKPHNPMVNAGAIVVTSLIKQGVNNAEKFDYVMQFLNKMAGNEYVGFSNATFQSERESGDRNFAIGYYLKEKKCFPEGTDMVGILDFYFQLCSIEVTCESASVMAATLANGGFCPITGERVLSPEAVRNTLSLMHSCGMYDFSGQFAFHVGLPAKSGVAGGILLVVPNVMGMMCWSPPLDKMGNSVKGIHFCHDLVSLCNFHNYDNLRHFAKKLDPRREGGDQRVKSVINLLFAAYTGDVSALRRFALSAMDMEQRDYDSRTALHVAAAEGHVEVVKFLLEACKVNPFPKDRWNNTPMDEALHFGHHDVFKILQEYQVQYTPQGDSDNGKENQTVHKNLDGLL
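Enzyme dispensed in phosphate buffer (45 mM, pH 8.2, 0.02% Tween-20), compounds pinned in, then 1 mM L-glutamine solution and the glutamate oxidase–HRP–Amplex Red mix added; fluorescence read immediately and again after 30 min at room temperature.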
PI4K2A inh = qHTS for small molecular inhibitors of PI4K2A | Phosphatidylinositol 4-kinase type 2-alpha (Homo sapiens), Q9BTU6 | purified PI4K2A, ADP-Glo luminescence, 1 h; active compounds read low | activity change, negative = inhibition, % at 76.9 µM | hit rate 0.13% among 420,000; in the data active = activity change below about -50%; inconclusive = mostly about -30% to -49%;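 also: -100% = wells without enzyme as full effect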
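ADP-Glo luminescence measured ADP generated by PI4K2A enzyme (4 ug/mL before mixing) with 1.2 mM PI substrate (pre-mix) and 300 microM ATP (pre-mix). Tris pH7.5 buffer with MgCl2, Triton X-100; 1 h reaction at ambient temperature.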
G9a block = qHTS Assay for Inhibitors of Histone Lysine Methyltransferase G9a; Histone-lysine N-methyltransferase EHMT2 (Homo sapiens), Q96KQ7; Potency, µM (top dose mostly 102 µM), without a hit: top-dose activity, negative = inhibition, hits mostly inhibitors; G9a H3K9 monomethylation, AlphaScreen, 2 h; hit rate 8.8% among 350,000; also: potency is read from the fitted curve at half-maximal effect; % is scaled to controls: 0 for no effect and ±100 for the full control effect; nearly all actives have a fitted effect of over 75% in size
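AlphaScreen read-out: biotin-H3K9 peptide (500 nM) methylation by 20 nM enzyme with 20 uM SAM, 2 h at room temperature after 15 min compound preincubation; anti-monomethyl H3K9 antibody plus donor/acceptor beads, 10 min dark.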
ERG Ets-DNA blk = qHTS for Small Molecule Inhibitors of the ERG Ets/DNA interaction; Transcriptional regulator ERG (Homo sapiens), P11308; fluorescence polarization, His-ERG Ets domain / labelled DNA; Potency, µM (doses to about 76.9 µM), for inactives: top-dose FP activity, negative = inhibition, usual class: inhibitors; hit rate 0.028% among 370,000; active = well fitted inhibition curve with a large enough effect in the polarisation, with a control signal flat; inconclusive = small, poorly fitted or top-dose-only effect, or effect the other way, or a change in a side signal; inactive = no such curve, though single readings can be large or run the other way; the % refers to the polarisation;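 also: polarization taken with two DNA probes labelled with fluorescein and Texas red; potency is read from the fitted curve at half-maximal effect; % of control where 0% means no effect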
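His-tagged ERG Ets domain (1 uM in the protein solution; 300mM KCl, 50mM Tris-HCl, 1mM EDTA, 1mM DTT, pH 7.5) received compound, then a probe mix of 5 nM fluorescein-DNA and 100nM Texas-615-DNA. Fluorescence polarization was read for both dyes.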
HP1b chromo inh = HTS for Inhibitors of HP1-beta Chromodomain Interactions with Methylated Histone Tails. hit rate 0.56% among 390,000. AID 540317, 2011. Potency, µM (top dose mostly 114 µM), inactives show at the highest dose activity change, negative = inhibition, actives largely listed as inhibitors. Chromobox protein homolog 1 (Homo sapiens), P83916. AlphaScreen HP1-beta / biotin-H3K9me3 peptide binding; also: potency is read from the fitted curve at half-maximal effect; nearly all actives have a fitted effect of over 70% in size; inactives centre near 23
Target sequence (P83916 whole entry, looked up): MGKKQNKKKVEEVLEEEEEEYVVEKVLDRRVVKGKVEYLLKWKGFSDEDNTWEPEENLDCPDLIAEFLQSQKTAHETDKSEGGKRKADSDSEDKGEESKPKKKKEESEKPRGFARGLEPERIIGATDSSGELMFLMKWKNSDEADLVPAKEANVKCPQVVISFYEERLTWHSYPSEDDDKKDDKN
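Compound inhibition of the preformed complex between 50 nM HP1-beta and 50 nM biotinylated H3K9me3 peptide was read by AlphaScreen. Buffer was PBS pH 7.4 with 0.01% Tween-20. Incubations ran 30 min at room temperature, with 10 ug/mL donor/acceptor beads.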
JMJD2A Tudor = qHTS Assay for Inhibitors of JMJD2A-Tudor Domain. hit rate 4.4% among 390,000. Lysine-specific demethylase 4A (Homo sapiens), O75164. AID 504339, 2011. AlphaScreen JMJD2A-Tudor / H3K4me3 peptide binding. Potency, µM (top dose mostly 114 µM), without a hit: at the top dose activity change, negative = inhibition, usual class: inhibitors; also: potency is read from the fitted curve at half-maximal effect; % is scaled to controls: 0 for no effect and ±100 for the full control effect; nearly all actives have a fitted effect of over 50% in size
* hit, by the source's call; i = inactive; ? = inconclusive; . = not tested or not shown; [ ] = remark or other dose. Unless noted, calls follow the shape of the dose curve; as a rule, active = well fitted curve in the direction sought with a large enough effect; inconclusive = small, poorly fitted or top-dose-only effect, or another doubt; inactive = no such curve, though single readings can be large; an effect the other way counts as inactive or inconclusive.

SMILES	PGK inhibitor	BAZ2B block	Pin1 inh	GLS inh	PI4K2A inh	G9a block	ERG Ets-DNA blk	HP1b chromo inh	JMJD2A Tudor
Cc1cc(C)c(OCC(=O)OCCNC(=O)c2cccnc2)c(C)c1	-4.9%	?	-0.7%	4.3%	1.0	25.1µM*	-8.2%	18.9%	-23.1%
Cc1ccc2nc(NC(=O)c3cc(=O)c4cc(C)c(C)cc4o3)sc2c1	6.3%	-3.6%	2.6%	3.5%	0.4	1.6%[59 µM]	-0.6%	26.9%	-5.9%
NC1=NC(=O)C2(COC(c3ccncc3)OC2)S1 (stereo unspecified)	-3.4%	-6.1%	6.6%	-21.9%	-2.4	?	-0.4%	50.3%[activator]	-12.0%[11.4 µM]
Cc1cc(C)c2[nH]c(=O)c(C(c3nnnn3C(C)(C)C)N3CCN(C(=O)c4ccco4)CC3)cc2c1 (stereo unspecified)	-4.2%	-11.2%	2.2%	-8.4%	-4.7	?	.	8.4%	-30.8%
Cc1cc(C)cc(OCCN2CCOCC2)c1	-2.1%	-31.0%	-0.3%	-0.2%	1.5	11.2µM*	-15.2%	?	28.2µM*
CCCc1nc2n[nH]c(N)c2c2c1CCC2	i	7.3%	-4.7%	24.7%	-1.9	-1.2%	6.3%	19.2%	-13.6%
CCCOc1ccc(S(=O)(=O)N2CCOCC2)cc1[N+](=O)[O-]	-3.3%	-15.2%	0.4%	10.5%	4.8	0.1%[59 µM]	-3.9%	-7.2%	89.1µM*
CS(=O)(=O)N(Cc1ccc(C(=O)NN=C2CCCCCC2)cc1)c1ccccc1	1.4%	-8.9%	6.3%	12.3%	0.1	19.2%[59 µM]	.	31.4%	-4.8%
O=C(NNC(=O)c1ccc(Cl)cc1Cl)c1ccncc1	-5.6%	-17.8%	1.3%	14.3%	0.2	18.3%[59 µM]	-13.3%	38.2%	-15.2%[57.1 µM]
CCOCC(=O)Nc1nc2ccc(C)cc2s1	-4.4%	1.8%	-2.7%	-13.8%	-5.7	15.2%[59 µM]	2.8%	26.2%	3.4%
COc1ccc(CN2CCC(n3nccc3NC(=O)C3CC3)CC2)cc1O	4.1%	-15.7%	-0.2%	30.9%	-5.7	-12.5%	-4.7%	24.3%	-8.8%
CCOc1cc(S(=O)(=O)NCc2ccccc2)ccc1F	3.4%	6.8%	0.4%	-0.7%	-6.5	8.6%[12.7 µM]	1.9%	28.0%	-17.8%[11.4 µM]
COc1cc(C)c(C(C)C)cc1S(=O)(=O)NC1CC(C)(C)NC(C)(C)C1	-1.0%	-23.8%	31.7%[activator]	-19.1%	5.5	-7.6%[59 µM]	3.4%	60.4%[activator]	-9.1%
O=c1c2cccnc2n(Cc2ccccc2F)c(=O)n1Cc1ccccc1Cl	-6.3%	3.5%	0.2%	-11.5%	4.2	1.2%[59 µM]	1.2%	36.0%[activator]	-10.5%
C=CCn1c(-c2ccncc2)n[nH]c1=S	8.2%	?	-0.7%	1.6%	23.3	.	-4.9%	36.2%	15.8µM*
Cc1nnsc1SC(C)C(=O)O (stereo unspecified)	-4.9%	-0.8%	-7.7%	-5.8%	-3.8	-8.0%[12.7 µM]	-7.8%	32.7%[activator]	-42.1%
CC(C)(C)OC(=O)N1CCC(c2c(C(=O)N3CCN(c4ccccn4)CC3)cnn2-c2ccc(F)cc2F)CC1	2.4%	4.8%[57.1 µM]	-5.5%	3.9%	-2.2	-8.8%[59 µM]	0.0%	-9.5%	-16.5%
CC1(C)NC(=O)N(CC(=O)OCC(=O)Nc2cc(S(=O)(=O)N3CCCCCC3)ccc2Cl)C1=O	-5.7%	18.7%	-6.9%	6.8%	0.3	21.4%[59 µM]	-7.9%	9.9%	-13.6%
O=C1CC(N2CCN(c3ccccc3)CC2)C(=O)N1c1ccc(Cl)cc1 (stereo unspecified)	-6.5%	2.2%	0.2%	10.0%	-3.1	-0.3%[0.501 µM]	7.9%	26.1%	-21.4%
CCN1CCN(C(=O)c2ccc(CS(=O)(=O)Cc3ccccc3C)o2)CC1	-5.6%	-2.6%	-13.3%	10.2%	2.2	-7.1%[59 µM]	15.3%	23.4%	-15.2%
Cc1cc(N/C(=N/S(=O)(=O)c2ccc(F)cc2)c2ccccc2)n(-c2ccccc2)n1	-5.1%	-2.1%	3.1%	0.0%	-1.6	?	19.3%	31.2%	-19.6%
Nn1c(=S)[nH]c2sc3c(c2c1=O)CCCC3	-6.4%	.	-3.8%	-7.7%	-2.3	.	4.9%	25.4%	-5.4%
CNC(=O)C1CCC(Cn2c(=O)c3sccc3n(CC(=O)Nc3ccccc3)c2=O)CC1 (stereo unspecified)	-9.4%	-0.1%	-5.3%	0.3%	-1.0	-0.5%[59 µM]	-0.1%	15.7%	-11.0%
CCCC(CCC)C(=O)Nc1ccc2c(c1)N(C(=O)CN1CCN(C)CC1)c1ccccc1CC2	5.4%	-17.3%	4.8%	5.9%	1.1	1.1%	10.0%	21.8%	-2.1%
CC(=O)c1c(C)nc(-c2ccccc2)nc1NC(=O)C(C)C	i	12.9%	-12.5%	-0.1%	2.7	23.0%	3.2%	20.6%	-6.2%
CCOC(=O)c1nnn(-c2nc(N3CCCC3)nc(N3CCCC3)n2)c1-c1ccccc1	-15.7%	-3.4%	1.0%	-2.8%	-2.3	0.8%[59 µM]	-0.2%	-6.5%	79.4µM*
CCc1ccc(CN(Cc2cn[nH]c2-c2ccc(OC)cc2)C(=O)Nc2ccc(C)c(F)c2)cc1	-5.3%	13.9%	-2.9%	-0.6%	-2.3	-34.7%[59 µM]	7.6%	67.0%[activator]	6.0%
CC1(C)NC(=O)N(CC(=O)OCC(=O)Nc2cc(S(=O)(=O)N3CCCCC3)ccc2Cl)C1=O	-1.3%	2.5%	-3.2%	-5.0%	0.9	?	10.2%	44.7%[activator]	-12.5%
Cc1cc(F)ccc1NC(=O)CCS(=O)(=O)c1cc2c(cc1C)NC(=O)CO2	4.1%	-9.9%	4.3%	-10.6%	-1.5	-27.5%[59 µM]	0.7%	48.0%[activator]	0.3%
COC(=O)CNC(=O)COC(=O)c1cc(F)c(F)cc1Cl	-5.0%	9.7%	-2.5%	1.8%	3.3	-28.4%[59 µM]	-5.6%	26.3%	9.5%
COc1ccc(/C=C\c2onc(C)c2S(=O)(=O)N2CCC(C(=O)NCCC(C)C)CC2)cc1	-7.2%	7.6%	31.7%[activator]	-4.0%	1.3	-1.4%	-1.4%	36.9%	-11.8%
Cc1[nH]c(C)c(S(=O)(=O)N2CCN(c3ccccc3)CC2)c1C(=O)N1CCCC1	4.0%	-11.7%	-3.6%	-4.0%	2.4	44.7µM*	3.0%	6.0%	-25.2%
O=C(COC(=O)c1cccnc1Cl)c1ccc2c(c1)OCCO2	-24.5%	2.3%	-1.3%	1.5%	-13.0	25.5%	9.8%	26.0%	0.0%
COc1ccc(C(=O)NCC(c2cccnc2)N2CCN(c3ccc(F)cc3)CC2)cc1OC (stereo unspecified)	-9.4%	4.2%	-1.6%	20.7%	-4.1	-8.4%[59 µM]	4.6%	9.9%	-10.6%
CC(=O)N1N=C(c2ccc(Cl)cc2)CC1c1ccco1 (stereo unspecified)	4.8%	18.9%	-1.7%	8.4%	1.2	.	2.8%	3.4%	-16.2%
O=C(NCCS(=O)(=O)N1CCN(c2ccccc2F)CC1)c1ccc2c(c1)OCO2	-5.0%	-4.7%	1.3%	1.4%	0.6	15.3%[59 µM]	1.0%	5.7%	-21.4%
COc1cccc(CNC(=O)CN2C(=O)c3ccccc3S2(=O)=O)c1	-4.6%	1.8%	-6.7%	-8.8%	-11.3	-6.5%	6.3%	28.2%	-3.9%
O=c1cc[nH]c2c1ccc1cccnc12	i	56.2µM*	0.7%	-4.7%	-8.1	?	-0.1%	55.6%[activator]	-28.3%
O=C(c1ccco1)N1CCN(S(=O)(=O)c2ccccc2[N+](=O)[O-])CC1	-2.7%	-19.8%	1.1%	12.6%	1.7	-21.8%	-3.2%	-8.8%	-9.8%[11.4 µM]
Cc1cc(NC(=O)CSc2nnc(-c3ccc(O)cc3)o2)no1	-9.5%	-2.3%	2.5%	-13.5%	-0.7	.	-0.5%	40.8%[activator]	-28.1%
Cc1nn(-c2ccc(C(=O)O)cc2)c2c1C(=O)CC(C)(C)C2	-0.8%	-12.0%	1.7%	4.5%	-8.3	4.6%	6.5%	31.0%	4.1%
Cc1cccc(NC(=S)N/N=C2/CCCCc3ccccc32)c1	2.9%	39.8µM*	2.4%	13.9%	2.7	-10.3%[59 µM]	1.8%	?	?
COc1ccccc1-c1ccc(SCc2ccc(C)cc2)nn1	-5.2%	46.6%[activator]	6.5%	7.1%	-5.4	92.0%[activator]	5.6%	79.8%[activator]	85.4%[activator]
OC(CNC1CCCC1)COc1c(F)cc(Br)cc1F (stereo unspecified)	-1.0%	7.4%	2.9%	-1.4%	-3.3	-2.0%[59 µM]	3.0%	13.0%	-11.9%
